HKDC1 inh: blocks human hexokinase HKDC1 activity. Q2TB90. recombinant HKDC1, G6PDH/diaphorase resazurin coupled fluorescence. inhibition, % at 20 µM. 340,000 tested, 0.16% active. AID 493160;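 active = inhibition above about 35% when tested at 20 µM, limit read from the data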;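 note: plate controls were DMSO wells with enzyme for no effect and DMSO wells lacking enzyme for full effect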
Target sequence (Q2TB90 whole entry, looked up): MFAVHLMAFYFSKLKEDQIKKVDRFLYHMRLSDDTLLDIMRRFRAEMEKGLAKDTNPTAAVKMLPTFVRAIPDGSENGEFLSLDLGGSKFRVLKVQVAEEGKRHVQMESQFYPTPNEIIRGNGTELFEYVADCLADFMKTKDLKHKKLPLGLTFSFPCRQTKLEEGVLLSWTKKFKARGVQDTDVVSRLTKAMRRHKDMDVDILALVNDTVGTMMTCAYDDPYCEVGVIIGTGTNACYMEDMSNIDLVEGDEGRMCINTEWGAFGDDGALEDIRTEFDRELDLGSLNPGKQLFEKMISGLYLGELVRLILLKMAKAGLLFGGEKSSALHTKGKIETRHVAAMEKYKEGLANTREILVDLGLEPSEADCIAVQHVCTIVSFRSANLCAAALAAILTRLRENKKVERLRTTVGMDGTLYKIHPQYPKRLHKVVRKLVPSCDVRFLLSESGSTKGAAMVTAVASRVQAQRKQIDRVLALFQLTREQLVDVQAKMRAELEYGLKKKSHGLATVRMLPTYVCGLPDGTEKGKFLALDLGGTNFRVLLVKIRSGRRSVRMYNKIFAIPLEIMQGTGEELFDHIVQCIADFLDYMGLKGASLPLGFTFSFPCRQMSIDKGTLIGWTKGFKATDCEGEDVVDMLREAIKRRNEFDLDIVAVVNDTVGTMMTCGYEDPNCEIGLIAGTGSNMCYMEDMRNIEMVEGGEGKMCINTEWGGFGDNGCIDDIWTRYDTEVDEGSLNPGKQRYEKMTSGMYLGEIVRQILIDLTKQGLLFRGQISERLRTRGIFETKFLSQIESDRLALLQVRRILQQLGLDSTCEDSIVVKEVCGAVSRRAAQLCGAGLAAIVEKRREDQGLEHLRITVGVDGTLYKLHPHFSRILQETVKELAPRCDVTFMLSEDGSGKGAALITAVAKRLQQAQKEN
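Test system: recombinant HKDC1 (HK5) hexokinase enzyme, produced in-house / Doses: 20 µM test compound, 1% DMSO / Timing: 90 min, room temperature / Detection: G6PDH/diaphorase-coupled fluorescence, 1 mM NADP, 100 µM resazurin, 525/613 nm / Control set: DMSO wells with and without enzyme mix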
mIAP act: increases mouse intestinal alkaline phosphatase activity. muIAP, CDP-Star luminescence, 30 min; stronger effect = higher value; 1 = vehicle-only enzyme signal, 0 = enzyme-free wells. activation factor at 10 µM. 330,000 tested, 0.24% active. AID 2805;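 active = activation factor of at least 2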; note: the source names both 10 and 20 µM as test concentration; values of inactives mirror those of a sister screen read the other way
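Assay system: mouse IAP enzyme / Compound: DMSO-dissolved test compounds / Timing: 30 min, room temperature / Measured by: luminescence from enzymatic CDP-Star hydrolysis / Control set: DMSO-only wells, enzyme-free buffer wells as negative control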
PfG6PD inh: PfG6PD (Plasmodium falciparum) enzyme inhibition. 350,000 tested, 0.78% active. PfGluPho enzyme, NADPH resazurin-diaphorase fluorescence. inhibition, % at 20 µM;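 active = inhibition reaching at least a set limit at 20 µM in the primary screen, cut at about 59% in these data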;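 note: 0% = DMSO wells with substrate and 100% = DMSO wells lacking glucose-6-phosphate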
A3A deaminase: inhibitors of human APOBEC3A DNA deaminase | P31941 | recombinant A3A, FAM/TAMRA ssDNA deamination fluorescence | inhibition, % at 20 µM | 330,000 tested, 0.41% active;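 active = at least 40% inhibition at 20 µM here, with at most 30% in a related deaminase screen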;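 note: plate controls were A3A with DMSO for no effect and wells lacking A3A enzyme for full effect; some results filed as inactive read as strong as hits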
Target sequence (P31941 whole entry, looked up): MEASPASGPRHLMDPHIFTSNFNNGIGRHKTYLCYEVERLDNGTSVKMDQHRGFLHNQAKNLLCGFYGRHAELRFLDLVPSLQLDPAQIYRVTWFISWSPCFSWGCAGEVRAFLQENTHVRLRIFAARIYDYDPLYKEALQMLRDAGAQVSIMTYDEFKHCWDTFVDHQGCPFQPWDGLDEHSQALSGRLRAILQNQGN
mIAP block: mouse IAP inhibition; purified mouse IAP, CDP-Star luminescence, 30 min; inhibition, % at 10 µM; 330,000 tested, 0.2% active; AID 2806;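 active = inhibition of at least 40% at 10 µM in the primary screen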;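 note: plate controls were DMSO with enzyme for no effect and no enzyme wells for full effect; values of inactives mirror those of a sister screen read the other way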
hIAP block: human IAP inhibition; purified IAP, CDP-Star luminescence, 30 min; 330,000 tested, 0.12% active; P09923; inhibition, % at 10 µM; AID 2544;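 active = inhibition reaching a set limit with compound at 10 µM in the primary screen, cut at about 35% in these data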;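 note: plate controls were DMSO wells with enzyme for no effect and no-enzyme buffer wells for full effect; values of inactives mirror those of a sister screen read the other way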
ATG4B inhibitor: ATG4B (human) cysteine protease inhibition; Q9Y4P1; ATG4B cleavage of LC3-PLA2, NBD-HPC fluorescence, 1 h; inhibition, % at 8.33 µM; 340,000 tested, 0.51% active; in the data active = inhibition above about 40%
hIAP act: human IAP activation | activation factor at 10 µM | P09923 | AID 2524 | 330,000 tested, 0.16% active | purified human IAP, CDP-Star luminescence, 30 min; stronger effect = higher value; 1 = vehicle-only enzyme, 0 = enzyme-free background;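 active = activation factor of the enzyme at least 2-fold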; note: the source names both 10 and 20 µM as test concentration; values of inactives mirror those of a sister screen read the other way
* hit, by the source's call.

What do the screens show for `O=C1CC(SCCc2nc3ccccc3[nH]2)C(=O)N1c1ccc(F)c(Cl)c1` (stereo not given)?
HKDC1 inh: -6; mIAP act: 0.99; PfG6PD inh: -21; A3A deaminase: 6; mIAP block: 1; hIAP block: 1; ATG4B inhibitor: 1; hIAP act: 0.99

What do the screens show for `COc1ccc(CCNC(=O)c2ccc3c(c2)NC(=O)C(CSCc2cc(C)ccc2C)N3)cc1OC` (stereo not given)?
mIAP act: 0.79; A3A deaminase: -29; mIAP block: 21; hIAP block: -6; hIAP act: 1.1

Results for Cc1oc(S(=O)(=O)N2CCCC2)cc1C(=O)Nc1ccccc1 ?
HKDC1 inh: -4; mIAP act: 1.1; PfG6PD inh: -6; A3A deaminase: 0; mIAP block: -10; hIAP block: -8; ATG4B inhibitor: -3; hIAP act: 1.1

How did CS(=O)(=O)N(Cc1ccccc1)c1ccc(C(=O)Nc2ccc(C(N)=O)cc2)cc1 do in these assays?
HKDC1 inh: -1; mIAP act: 1; PfG6PD inh: -15; A3A deaminase: 0; mIAP block: 0; hIAP block: -6; ATG4B inhibitor: 0; hIAP act: 1.1

Results for O=C(NCc1ccncc1)C(=O)NCC1OCCN1S(=O)(=O)c1ccc(F)cc1 (stereo not given) ?
HKDC1 inh: -2; mIAP act: 0.95; PfG6PD inh: 5; A3A deaminase: 0; mIAP block: 5; hIAP block: 2; ATG4B inhibitor: 2; hIAP act: 0.98

Results for COc1ccc(N(CC(=O)N/N=C/c2ccc(-c3ccc([N+](=O)[O-])cc3)o2)S(=O)(=O)c2ccc(C)cc2)cc1 ?
HKDC1 inh: -2; mIAP act: 0.92; PfG6PD inh: -19; A3A deaminase: -2; mIAP block: 8; hIAP block: 13; ATG4B inhibitor: -11; hIAP act: 0.87

What do the screens show for `CN(CC(=O)Nc1ccccc1Br)C(=O)CNC(=O)c1ccc(Oc2ccccc2)cc1`?
HKDC1 inh: -4; mIAP act: 0.95; PfG6PD inh: -2; A3A deaminase: 3; mIAP block: 5; hIAP block: 35*; ATG4B inhibitor: -6; hIAP act: 0.65

How did CCOc1ccc(C(=O)NCC(=O)NCC(c2ccc(OC)cc2)N2CCOCC2)cc1OCC (stereo not given) do in these assays?
HKDC1 inh: -1; mIAP act: 0.98; PfG6PD inh: -2; A3A deaminase: -3; mIAP block: 2; hIAP block: 8; ATG4B inhibitor: -8; hIAP act: 0.92

What do the screens show for `O=C1CC(C(=O)Nc2ccc(C(=O)N3CCOCC3)cc2)C2(CCCCC2)O1` (stereo not given)?
HKDC1 inh: -5; mIAP act: 1.1; PfG6PD inh: -9; A3A deaminase: -2; mIAP block: -13; hIAP block: 22; ATG4B inhibitor: 3; hIAP act: 0.78

How did O=C(CCCn1c(SCC(=O)c2ccccc2)nc2ccccc2c1=O)NCC1CCCO1 (stereo not given) do in these assays?
HKDC1 inh: -5; mIAP act: 1.1; PfG6PD inh: 12; A3A deaminase: -6; mIAP block: -8; hIAP block: -19; ATG4B inhibitor: -8; hIAP act: 1.2

What do the screens show for `CCCC1=NN(C(=O)Cc2ccc(OC)cc2)C(O)(C(F)(F)F)C1` (stereo not given)?
HKDC1 inh: -5; mIAP act: 0.89; PfG6PD inh: 6; A3A deaminase: -2; mIAP block: 11; hIAP block: -2; ATG4B inhibitor: -2; hIAP act: 1

What do the screens show for `O=C(NCc1ccccn1)c1cc2cc(Br)ccc2oc1=O`?
HKDC1 inh: -11; mIAP act: 1; PfG6PD inh: 1; A3A deaminase: -2; mIAP block: 0; hIAP block: 6; ATG4B inhibitor: -6; hIAP act: 0.94

How did CCOC(=O)CNC(=S)N(Cc1ccccc1)Cc1cccnc1 do in these assays?
HKDC1 inh: 0; mIAP act: 1.1; PfG6PD inh: 0; A3A deaminase: -5; mIAP block: -10; hIAP block: -22; ATG4B inhibitor: -5; hIAP act: 1.2

How did CC(C)N1C(=O)CCC1C(=O)O (stereo not given) do in these assays?
HKDC1 inh: 5; mIAP act: 0.99; PfG6PD inh: 3; A3A deaminase: -3; mIAP block: 1; hIAP block: -2; ATG4B inhibitor: -3; hIAP act: 1

How did O=C(NCc1ccncc1)c1nc(-c2cccs2)no1 do in these assays?
HKDC1 inh: -12; mIAP act: 0.9; PfG6PD inh: -17; A3A deaminase: -3; mIAP block: 10; hIAP block: -10; ATG4B inhibitor: 4; hIAP act: 1.1

Results for CC(OC(=O)c1c[nH]c2ccccc12)C(=O)N1CCCC1 (stereo not given) ?
HKDC1 inh: -6; mIAP act: 1; PfG6PD inh: 6; A3A deaminase: -2; mIAP block: -3; hIAP block: 6; ATG4B inhibitor: -5; hIAP act: 0.94

How did Cc1cccc(OCC(=O)Nc2ccc(N3CCN(C(=O)c4ccccc4)CC3)cc2)c1C do in these assays?
HKDC1 inh: -3; mIAP act: 0.97; PfG6PD inh: 0; A3A deaminase: -2; mIAP block: 3; hIAP block: -13; ATG4B inhibitor: 2; hIAP act: 1.1

How did CCCCc1ccc(NC(=S)N2CCN(C(=O)c3ccco3)CC2)cc1 do in these assays?
HKDC1 inh: 3; mIAP act: 1.1; PfG6PD inh: -6; A3A deaminase: -6; mIAP block: -5; hIAP block: -16; ATG4B inhibitor: 5; hIAP act: 1.2

Results for O=C(C1=C[C@H](c2ccccc2)C[C@H](OCc2ccc(CO)cc2)O1)N1CCOCC1 ?
HKDC1 inh: -9; mIAP act: 1.1; PfG6PD inh: 5; A3A deaminase: 3; mIAP block: -5; hIAP block: -8; ATG4B inhibitor: -18; hIAP act: 1.1

Results for O=C(NCCc1ccccc1)c1cnc(Cl)c(Cl)c1 ?
HKDC1 inh: -3; mIAP act: 1; PfG6PD inh: 0; A3A deaminase: 2; mIAP block: -3; hIAP block: -3; ATG4B inhibitor: 6; hIAP act: 1

How did COCCNC(=S)N1CCN(c2nc(-c3ccc(F)cc3)cs2)CC1 do in these assays?
HKDC1 inh: -4; mIAP act: 1.1; PfG6PD inh: 11; A3A deaminase: 3; mIAP block: -8; hIAP block: 5; ATG4B inhibitor: -4; hIAP act: 0.95

How did Cc1ccc(C(=O)CCC(=O)N2CCC(C(N)=O)CC2)s1 do in these assays?
HKDC1 inh: -3; mIAP act: 1; PfG6PD inh: 5; A3A deaminase: 2; mIAP block: 0; hIAP block: -5; ATG4B inhibitor: 0; hIAP act: 1

Results for CCOC(=O)C1(CC2CC2)CCN(Cc2cc(Cl)c(O)c(OC)c2)CC1 ?
HKDC1 inh: -6; mIAP act: 1.1; PfG6PD inh: 14; A3A deaminase: -2; mIAP block: -6; hIAP block: -8; ATG4B inhibitor: -9; hIAP act: 1.1

What do the screens show for `Cc1ccc(O)c(-c2cc(C(F)(F)C(F)F)nc(-c3ccccc3)n2)c1`?
HKDC1 inh: -6; mIAP act: 0.83; PfG6PD inh: -1; A3A deaminase: -4; mIAP block: 16; hIAP block: -7; ATG4B inhibitor: 6; hIAP act: 1.1

What do the screens show for `Cc1cc(C)c2nc(C(F)(F)F)c(C#N)c(N)c2c1`?
HKDC1 inh: -1; mIAP act: 1.1; PfG6PD inh: 17; A3A deaminase: -7; mIAP block: -11; hIAP block: -7; ATG4B inhibitor: -3; hIAP act: 1.1

How did COc1ccc2c(c1)CCC/C2=N/OC(=O)c1ccccc1OC do in these assays?
HKDC1 inh: 4; mIAP act: 0.95; PfG6PD inh: 9; A3A deaminase: 2; mIAP block: 5; hIAP block: -10; ATG4B inhibitor: -3; hIAP act: 1.1

How did COC(=O)c1c[nH]n2c(=O)cc(CCl)nc12 do in these assays?
HKDC1 inh: 10; mIAP act: 0.81; PfG6PD inh: 3; A3A deaminase: 7; mIAP block: 19; hIAP block: -8; ATG4B inhibitor: -24; hIAP act: 1.1

How did COCCCn1c(-c2ccc(OC)cc2)nc2c1c(=O)[nH]c(=O)n2Cc1ccccc1 do in these assays?
HKDC1 inh: 2; mIAP act: 1.1; PfG6PD inh: -3; A3A deaminase: 0; mIAP block: -8; hIAP block: 1; ATG4B inhibitor: 1; hIAP act: 0.99

Results for Cc1ccc(C)c(N(CC(=O)NC2CCCCC2)C(=O)c2csnn2)c1 ?
HKDC1 inh: 0; mIAP act: 0.92; PfG6PD inh: -6; A3A deaminase: -2; mIAP block: 8; hIAP block: 17; ATG4B inhibitor: -2; hIAP act: 0.83

Results for CCc1nn(-c2cc(Oc3cccc4ccccc34)nc(-c3ccccc3)n2)c(N)c1C#N ?
HKDC1 inh: -8; mIAP act: 0.9; PfG6PD inh: -22; A3A deaminase: 4; mIAP block: 10; hIAP block: -13; ATG4B inhibitor: -7; hIAP act: 1.1

Results for COC(=O)c1ccccc1NC(=O)C(=O)NCC1CCCO1 (stereo not given) ?
HKDC1 inh: -9; mIAP act: 1.1; PfG6PD inh: 4; A3A deaminase: -4; mIAP block: -6; hIAP block: -22; ATG4B inhibitor: -1; hIAP act: 1.2

Results for O=C(Nc1nnc(-c2ccco2)o1)c1ccc(Cl)s1 ?
HKDC1 inh: 0; mIAP act: 0.97; PfG6PD inh: -6; A3A deaminase: 2; mIAP block: 3; hIAP block: 5; ATG4B inhibitor: 10; hIAP act: 0.95

Results for Brc1cccc(-c2nnco2)c1 ?
HKDC1 inh: -6; mIAP act: 1.1; PfG6PD inh: -2; A3A deaminase: 0; mIAP block: -7; hIAP block: 3; ATG4B inhibitor: -14; hIAP act: 0.97

What do the screens show for `CCOC(=O)COc1ccc([N+](=O)[O-])cc1`?
HKDC1 inh: -8; mIAP act: 1; PfG6PD inh: -6; A3A deaminase: 0; mIAP block: -3; hIAP block: -12; ATG4B inhibitor: 10; hIAP act: 1.1

Results for CC1CCc2nc3ccc(S(=O)(=O)N4CCC(C(=O)NC(C)c5ccccc5)CC4)cc3c(C(=O)O)c2C1 (stereo not given) ?
HKDC1 inh: 3; mIAP act: 0.97; PfG6PD inh: -2; A3A deaminase: 0; mIAP block: 3; hIAP block: -5; ATG4B inhibitor: -1; hIAP act: 1

Structural class: the entries above containing fluorine.
What do the screens show for `O=C1CC(SCCc2nc3ccccc3[nH]2)C(=O)N1c1ccc(F)c(Cl)c1` (stereo not given)?
HKDC1 inh: -6; mIAP act: 0.99; PfG6PD inh: -21; A3A deaminase: 6; mIAP block: 1; hIAP block: 1; ATG4B inhibitor: 1; hIAP act: 0.99

Results for O=C(NCc1ccncc1)C(=O)NCC1OCCN1S(=O)(=O)c1ccc(F)cc1 (stereo not given) ?
HKDC1 inh: -2; mIAP act: 0.95; PfG6PD inh: 5; A3A deaminase: 0; mIAP block: 5; hIAP block: 2; ATG4B inhibitor: 2; hIAP act: 0.98

What do the screens show for `CCCC1=NN(C(=O)Cc2ccc(OC)cc2)C(O)(C(F)(F)F)C1` (stereo not given)?
HKDC1 inh: -5; mIAP act: 0.89; PfG6PD inh: 6; A3A deaminase: -2; mIAP block: 11; hIAP block: -2; ATG4B inhibitor: -2; hIAP act: 1

How did COCCNC(=S)N1CCN(c2nc(-c3ccc(F)cc3)cs2)CC1 do in these assays?
HKDC1 inh: -4; mIAP act: 1.1; PfG6PD inh: 11; A3A deaminase: 3; mIAP block: -8; hIAP block: 5; ATG4B inhibitor: -4; hIAP act: 0.95

What do the screens show for `Cc1ccc(O)c(-c2cc(C(F)(F)C(F)F)nc(-c3ccccc3)n2)c1`?
HKDC1 inh: -6; mIAP act: 0.83; PfG6PD inh: -1; A3A deaminase: -4; mIAP block: 16; hIAP block: -7; ATG4B inhibitor: 6; hIAP act: 1.1

What do the screens show for `Cc1cc(C)c2nc(C(F)(F)F)c(C#N)c(N)c2c1`?
HKDC1 inh: -1; mIAP act: 1.1; PfG6PD inh: 17; A3A deaminase: -7; mIAP block: -11; hIAP block: -7; ATG4B inhibitor: -3; hIAP act: 1.1

High-throughput results as filed in PubChem.
